CatL inh = blocks human cathepsin L protease activity | purified cathepsin L, fluorogenic substrate, fluorescence | inhibition, %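 (tested at 10 µM)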 | 58,000 tested, 0.17% active | AID 460; in the data active = inhibition above about 45%;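 also: 0% = enzyme with no compound and 100% = no enzyme blank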
Target sequence (P07711 114-288 limits assumed): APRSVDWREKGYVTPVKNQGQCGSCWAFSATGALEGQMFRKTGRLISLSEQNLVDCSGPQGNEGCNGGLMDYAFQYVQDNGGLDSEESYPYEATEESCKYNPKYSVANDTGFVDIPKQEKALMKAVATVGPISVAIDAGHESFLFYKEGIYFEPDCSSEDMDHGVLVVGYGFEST
Target sequence (P07711 292-333 limits assumed): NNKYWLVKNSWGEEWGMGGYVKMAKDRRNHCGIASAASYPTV
Cathepsin G inh = inhibitors of human cathepsin G; P08311; purified enzyme, AMC-tetrapeptide fluorescence, pooled mixtures; inhibition, % at 5 µM (by protocol); 62,000 tested, 0.2% active; AID 581;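 active = inhibition above 20% in each of the two mixture wells holding the compound; inactive = inhibition of 20% or less in either well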;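 also: 0% = enzyme control without mixture and 100% = blank lacking enzyme; strong numbers were not always called active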
Target sequence (P08311 21-244 limits assumed): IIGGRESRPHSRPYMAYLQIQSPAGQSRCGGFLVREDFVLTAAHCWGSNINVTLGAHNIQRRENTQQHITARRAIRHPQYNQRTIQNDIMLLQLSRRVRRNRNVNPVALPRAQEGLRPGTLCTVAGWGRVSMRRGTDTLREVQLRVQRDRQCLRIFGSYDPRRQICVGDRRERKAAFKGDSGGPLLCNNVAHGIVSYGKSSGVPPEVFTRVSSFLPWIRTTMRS
CatB mix inh = inhibitors of human cathepsin B in compound mixtures | inhibition, %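 (ten-compound pools at 5 µM per compound and 50 µM total)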 | Purified cathepsin B, AMC dipeptide fluorescence | 62,000 tested, 0.06% active; in the data active = inhibition above about 22%, passing the limit was not always enough;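 also: 0% = enzyme without compound and 100% = no enzyme blank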
FXIIa inh mix = factor XIIa (human) inhibition, mixture screen; purified FXIIa, fluorogenic substrate, pooled mixtures; 62,000 tested, 0.2% active; P00748; inhibition, % at 5 µM;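 also: 0% = enzyme without compound and 100% = no enzyme blank; some results filed as inactive read as strong as hits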
CatB inh = blocks human cathepsin B protease activity; P07858; 63,000 tested, 0.1% active; AID 453; inhibition, %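 (tested at 10 µM)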; purified cathepsin B, fluorogenic substrate, fluorescence; in the data active = inhibition above about 21%;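 also: 0% = enzyme with no compound and 100% = no enzyme blank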
FXIa inh mix = factor XIa (human) inhibition, mixture screen; P03951; purified FXIa, fluorogenic substrate, pooled mixtures; inhibition, % at 5 µM; 62,000 tested, 0.19% active;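 also: each value is inhibition by a whole ten-compound pool holding the compound; 0% = enzyme with no mixture and 100% = wells lacking enzyme; strong numbers were not always called active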
CatS inh = blocks human cathepsin S protease activity; 62,000 tested, 0.06% active; P25774; inhibition, %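 (tested at 5 µM per compound within 10-compound mixtures)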; recombinant cathepsin S, AMC dipeptide fluorescence, pooled mixtures; in the data active = inhibition above about 32%, passing the limit was not always enough;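 also: 0% = enzyme without compound and 100% = blank without enzyme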
Target sequence (P25774 115-331 limits assumed): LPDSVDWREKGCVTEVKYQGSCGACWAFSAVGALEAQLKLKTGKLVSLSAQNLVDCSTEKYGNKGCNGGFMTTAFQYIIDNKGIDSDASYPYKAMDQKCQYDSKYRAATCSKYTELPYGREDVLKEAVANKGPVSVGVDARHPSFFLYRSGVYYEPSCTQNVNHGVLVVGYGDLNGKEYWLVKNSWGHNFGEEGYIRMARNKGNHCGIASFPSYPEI
C1s inh = blocks human complement C1s protease activity; P09871; purified C1s, fluorogenic AMC substrate, pooled mixtures; mean inhibition % of two 10-compound mixtures (stronger effect = higher value), % at 5 µM (by protocol); 62,000 tested, 0.16% active; AID 538;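 active = inhibition above 20% in each of the two 10-compound mixture wells holding the compound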;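 also: 0% = enzyme wells lacking compound mixture and 100% = no-enzyme blank wells; some compounds called inactive have numbers as strong as hits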
Abs 340nm = compound absorbs light at 340 nm | fold change at 10 µM | compound absorbance at 340 nm, fold over control | 65,000 tested, under 10 active;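 active = at 10 µM dose, initial 340 nm absorbance at least 2 fold that of control wells; inactive = change under 2 fold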;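 also: initial absorbance extrapolated from kinetic A340 decline of NADH oxidation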
* = called active by the depositor. Rule as the data show it, unless noted: active = inhibition above about 20% (passing the limit was not always enough); inactive = the rest. An excerpt; count on the stated rates, not on these rows.

How did COc1ccc(CCNC(=O)c2cc3sccc3n2C)cc1OC do in these assays?
CatL inh: 19; Cathepsin G inh: 9; CatB mix inh: 1; FXIIa inh mix: -15; CatB inh: 0; FXIa inh mix: 3; CatS inh: 7; C1s inh: -7; Abs 340nm: 0.99

Results for CC1CCc2cc(F)ccc2N1C(=O)CN1C(=O)c2ccccc2C1=O (stereo not given) ?
CatL inh: -8; Cathepsin G inh: 8; CatB mix inh: 3; FXIIa inh mix: 11; CatB inh: 1; FXIa inh mix: 0; CatS inh: 0; C1s inh: 8; Abs 340nm: 1

Results for COc1ccc(-c2nc(C#N)c(NCC3CCCO3)o2)cc1 (stereo not given) ?
CatL inh: -19; Cathepsin G inh: 6; CatB mix inh: 0; FXIIa inh mix: -4; CatB inh: 4; FXIa inh mix: -3; CatS inh: -2; C1s inh: -13; Abs 340nm: 1.1

Results for O=C(CSc1nnc(-c2ccncc2)o1)Nc1ccccc1Cl ?
CatL inh: -8; Cathepsin G inh: -2; CatB mix inh: -6; FXIIa inh mix: 6; CatB inh: -2; FXIa inh mix: 8; CatS inh: -4; C1s inh: -8; Abs 340nm: 1.1

How did COC(=O)Cn1c(CN2CCOCC2)nc2c1c(=O)n(C)c(=O)n2C do in these assays?
CatL inh: 7; Cathepsin G inh: -2; CatB mix inh: 0; FXIIa inh mix: 11; CatB inh: 5; FXIa inh mix: -12; CatS inh: -2; C1s inh: -3; Abs 340nm: 0.98

What do the screens show for `COC(=O)C(O)(CC(=O)c1ccc(OC)cc1)C(F)(F)F` (stereo not given)?
CatL inh: 3; Cathepsin G inh: 13; CatB mix inh: 2; FXIIa inh mix: 2; CatB inh: -2; FXIa inh mix: 8; CatS inh: -1; C1s inh: 13; Abs 340nm: 0.96

Results for Cc1ccccc1-c1nc(CN2CCC(C(=O)NCCC3=CCCCC3)CC2)c(C)o1 ?
CatL inh: 4; Cathepsin G inh: 10; CatB mix inh: 4; FXIIa inh mix: 11; CatB inh: 1; FXIa inh mix: 5; CatS inh: 0; C1s inh: -3; Abs 340nm: 1

What do the screens show for `O=C(Nc1ccc(F)cc1F)N1CCN(C/C=C/c2ccccc2)CC1`?
CatL inh: 3; Cathepsin G inh: 0; CatB mix inh: 2; FXIIa inh mix: 28; CatB inh: -2; FXIa inh mix: 11; CatS inh: 9; C1s inh: -32; Abs 340nm: 1

What do the screens show for `CCOCCCNC(=O)C(NC(=O)CC1NC(=O)NC1=O)c1ccc(Cl)cc1` (stereo not given)?
CatL inh: 10; Cathepsin G inh: 9; CatB mix inh: 4; FXIIa inh mix: 6; CatB inh: 3; FXIa inh mix: 10; CatS inh: -4; C1s inh: 8; Abs 340nm: 0.97

How did NC(=O)CSc1nnc(-c2ccncc2)n1CCc1ccccc1 do in these assays?
CatL inh: -2; Cathepsin G inh: 10; CatB mix inh: -6; FXIIa inh mix: -1; CatB inh: 2; FXIa inh mix: 0; CatS inh: -1; C1s inh: 1; Abs 340nm: 0.96

Results for CCOC(=O)C1CCCN(CCC(C)c2ccccc2)C1 (stereo not given) ?
CatL inh: 8; Cathepsin G inh: 6; CatB mix inh: 5; FXIIa inh mix: -1; CatB inh: -4; FXIa inh mix: 11; CatS inh: -2; C1s inh: 10; Abs 340nm: 1

Results for Cc1c(NC(=O)C2CCN(S(=O)(=O)c3ccccc3)CC2)c(=O)n(-c2ccccc2)n1C ?
CatL inh: 6; Cathepsin G inh: -9; CatB mix inh: 1; FXIIa inh mix: 3; CatB inh: -5; FXIa inh mix: -11; CatS inh: -3; C1s inh: -38; Abs 340nm: 1

Results for COc1cccc(OCC(=O)Nc2ccc(OC)c(OC)c2)c1 ?
Cathepsin G inh: 11; CatB mix inh: 4; FXIIa inh mix: 16; FXIa inh mix: 4; CatS inh: -3; C1s inh: -2; Abs 340nm: 1

What do the screens show for `CC(=O)Nc1ccc(NC(=O)c2ccco2)cc1`?
CatL inh: 16; Cathepsin G inh: -10; CatB mix inh: 5; FXIIa inh mix: 1; CatB inh: 8; FXIa inh mix: 0; CatS inh: 9; C1s inh: -24; Abs 340nm: 1.1

What do the screens show for `O=C(NCc1ccco1)C(C(=O)c1ccc(F)cc1)n1ccccc1=O` (stereo not given)?
CatL inh: 8; Cathepsin G inh: 10; CatB mix inh: -4; FXIIa inh mix: 3; CatB inh: -1; FXIa inh mix: -3; CatS inh: 1; C1s inh: 1; Abs 340nm: 0.99

How did O=S(=O)(c1ccc2c(c1)OCCO2)N1CCC(n2cnc3cc(F)ccc32)CC1 do in these assays?
CatL inh: -2; Cathepsin G inh: -6; CatB mix inh: -2; FXIIa inh mix: 12; CatB inh: 2; FXIa inh mix: 5; CatS inh: 6; C1s inh: -1; Abs 340nm: 0.99

How did Cc1ccc(S(=O)(=O)Cn2nnnc2CN(Cc2ccco2)Cc2cccs2)cc1 do in these assays?
CatL inh: 1; Cathepsin G inh: 3; CatB mix inh: 4; FXIIa inh mix: -16; CatB inh: 3; FXIa inh mix: -1; CatS inh: 12; C1s inh: 8; Abs 340nm: 0.98

How did O=S(=O)(NCCSc1ccccc1)c1ccc(F)cc1 do in these assays?
CatL inh: 7; Cathepsin G inh: -8; CatB mix inh: -6; FXIIa inh mix: 2; CatB inh: -1; FXIa inh mix: -16; CatS inh: 3; C1s inh: -14; Abs 340nm: 1

What do the screens show for `CC(=O)NC1C(=O)N=C(SCc2ccccc2)NC1=O` (stereo not given)?
CatL inh: 0; Cathepsin G inh: 6; CatB mix inh: 2; FXIIa inh mix: -15; CatB inh: -5; FXIa inh mix: -2; CatS inh: -3; C1s inh: -1; Abs 340nm: 1

What do the screens show for `COc1ccc(CCNC(=O)C2CC(=O)N(c3ccc(F)cc3)C2)cc1OC` (stereo not given)?
Cathepsin G inh: -1; CatB mix inh: 3; FXIIa inh mix: 1; CatB inh: -5; FXIa inh mix: 7; CatS inh: -13; C1s inh: 0; Abs 340nm: 1

How did O=C(Nc1ccc(Cl)c(C(F)(F)F)c1)c1ccco1 do in these assays?
CatL inh: 8; Cathepsin G inh: -2; CatB mix inh: -3; FXIIa inh mix: 7; CatB inh: 2; FXIa inh mix: 5; CatS inh: -1; C1s inh: -9; Abs 340nm: 1

What do the screens show for `CCCOCCOC(=O)C1=C(C)NC(=O)NC1c1cc(Cl)c(O)c(OC)c1` (stereo not given)?
CatL inh: -4; Cathepsin G inh: 6; CatB mix inh: 0; FXIIa inh mix: -3; CatB inh: 0; FXIa inh mix: 11; CatS inh: -4; C1s inh: 11; Abs 340nm: 1

What do the screens show for `C=CCc1c(C)nc(SCC(=C)C)[nH]c1=O`?
Cathepsin G inh: 11; CatB mix inh: 1; FXIIa inh mix: 0; CatB inh: 1; FXIa inh mix: -1; CatS inh: 6; C1s inh: 8; Abs 340nm: 1

What do the screens show for `Cc1ccc(-n2c(C)cc(C(=O)OCC(=O)N(CC(C)C)C3CCS(=O)(=O)C3)c2C)cc1` (stereo not given)?
CatL inh: 18; Cathepsin G inh: 8; CatB mix inh: 1; FXIIa inh mix: 8; CatB inh: 3; FXIa inh mix: 2; CatS inh: 3; C1s inh: 5; Abs 340nm: 1

How did CC1CCc2nn(CC(=O)NCCN3CCOCC3)cc2C1 (stereo not given) do in these assays?
CatL inh: -2; Cathepsin G inh: 14; CatB mix inh: 9; FXIIa inh mix: 0; CatB inh: 8; FXIa inh mix: 6; CatS inh: -2; C1s inh: 18; Abs 340nm: 1

What do the screens show for `CN(C)S(=O)(=O)c1ccc(C(=O)Oc2ccccc2)cc1`?
CatL inh: 8; Cathepsin G inh: -4; CatB mix inh: 4; FXIIa inh mix: -5; CatB inh: 5; FXIa inh mix: 3; CatS inh: 8; C1s inh: 1; Abs 340nm: 1.1

How did COC(=O)CC(=O)CSc1nc2c(cc1C#N)CCC2 do in these assays?
CatL inh: 6; Cathepsin G inh: 10; CatB mix inh: 3; FXIIa inh mix: -13; CatB inh: 6; FXIa inh mix: 2; CatS inh: 5; C1s inh: -33; Abs 340nm: 1.1

What do the screens show for `COC(=O)c1ccc(OCC(O)CN2CCC(C)CC2)cc1` (stereo not given)?
CatL inh: 7; Cathepsin G inh: -1; CatB mix inh: 5; FXIIa inh mix: 7; CatB inh: 7; FXIa inh mix: 4; CatS inh: 12; C1s inh: -35; Abs 340nm: 1.1

Results for CCOC(=O)c1nnn(-c2nonc2-n2cccc2)c1CN1CCCCC1 ?
CatL inh: 9; Cathepsin G inh: 1; CatB mix inh: -1; FXIIa inh mix: 5; CatB inh: 3; FXIa inh mix: 6; CatS inh: 17; C1s inh: -5; Abs 340nm: 1

Results for CCC(C)[C@H](NC(=O)NCc1ccco1)C(=O)O (stereo not given in full) ?
CatL inh: 5; Cathepsin G inh: -11; CatB mix inh: -6; FXIIa inh mix: 2; CatB inh: -4; FXIa inh mix: 4; CatS inh: -13; C1s inh: -12; Abs 340nm: 1

Results for CCN(CC)c1ccc2c(C)c(-c3ccc(N)cc3)c(=O)oc2c1 ?
CatL inh: -107; Cathepsin G inh: -8; CatB mix inh: 0; FXIIa inh mix: 18; CatB inh: -1; FXIa inh mix: -6; CatS inh: -5; C1s inh: -49; Abs 340nm: 0.98

What do the screens show for `N#Cc1nc(COc2ccccc2)oc1NCCN1CCOCC1`?
CatL inh: 2; Cathepsin G inh: -41; CatB mix inh: 6; FXIIa inh mix: 9; CatB inh: 1; FXIa inh mix: 7; CatS inh: -10; C1s inh: 17; Abs 340nm: 1

How did CCc1nc(SCC(=O)NCCc2ccc(OC)c(OC)c2)c2c(=O)n(C)c(=O)n(C)c2n1 do in these assays?
Cathepsin G inh: -1; CatB mix inh: 0; FXIIa inh mix: 5; CatB inh: 4; FXIa inh mix: 1; CatS inh: -1; C1s inh: 1; Abs 340nm: 1

Results for CCOC(=O)c1cnc(Nc2nc3ccccc3o2)nc1CSc1ncccn1 ?
CatL inh: 0; Cathepsin G inh: 13; CatB mix inh: 3; FXIIa inh mix: -3; CatB inh: 0; FXIa inh mix: 5; CatS inh: 0; C1s inh: 15; Abs 340nm: 1.1

How did CCOC(=O)c1cnc2ccc(Br)cc2c1NCC(C)O (stereo not given) do in these assays?
CatL inh: 14; Cathepsin G inh: 3; CatB mix inh: 2; FXIIa inh mix: -4; CatB inh: 3; FXIa inh mix: -7; CatS inh: 9; C1s inh: -17; Abs 340nm: 1.1

What do the screens show for `COc1ccc(NC(=O)CSc2nnc(-c3cccs3)n2C)cc1OC`?
CatL inh: 6; Cathepsin G inh: 9; CatB mix inh: 1; FXIIa inh mix: 13; CatB inh: 5; FXIa inh mix: -4; CatS inh: 11; C1s inh: 2; Abs 340nm: 1

What do the screens show for `O=C(c1cnn2c(C(F)(F)F)cc(-c3ccc4c(c3)OCO4)nc12)N1CCCC1`?
CatL inh: 6; Cathepsin G inh: 0; CatB mix inh: -2; FXIIa inh mix: 4; CatB inh: 3; FXIa inh mix: 7; CatS inh: 11; C1s inh: -33; Abs 340nm: 1.1

How did CCC1(C(=O)O)NC(c2cc(OC)ccc2O)C2C(=O)N(Cc3ccccc3)C(=O)C21 (stereo not given) do in these assays?
Cathepsin G inh: 9; CatB mix inh: 1; FXIIa inh mix: 10; CatB inh: 4; FXIa inh mix: 3; CatS inh: -9; C1s inh: 12; Abs 340nm: 0.99

Results for O=C1CNC(=O)N1Cc1ccc(Br)cc1 ?
CatL inh: 17; Cathepsin G inh: -1; CatB mix inh: -2; FXIIa inh mix: 4; CatB inh: 2; FXIa inh mix: 9; CatS inh: 6; C1s inh: -1; Abs 340nm: 1

Results for COc1cccc(CNC(=O)c2ccc3nc[nH]c3c2)c1 ?
CatL inh: -2; Cathepsin G inh: 4; CatB mix inh: -2; FXIIa inh mix: 14; CatB inh: -1; FXIa inh mix: 12; CatS inh: 13; C1s inh: 0; Abs 340nm: 1

How did COC(=O)c1ccccc1N1C(=O)C2C(C1=O)C1C=CC2C12CC2 (stereo not given) do in these assays?
CatL inh: -7; Cathepsin G inh: 6; CatB mix inh: 2; FXIIa inh mix: 2; CatB inh: -2; FXIa inh mix: 6; CatS inh: -9; C1s inh: 6; Abs 340nm: 1

High-throughput results: PubChem, several laboratories
